# SKBR3 24h inh: SK-BR-3 proliferation inhibitors | 41,000 compounds, 0.47% hits | viability, % at 10 µM | SK-BR-3 viability, CellTiter-Glo ATP luminescence, 24 h; hits give low values;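 active means viability at or below the median of all test compounds minus 3 SD, in both replicates if run twice, cut at about 45% in these data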;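 further: 100% = median untreated cell wells and 0% = median positive control drug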
# Active calls of the source: *; & = joins results of further samples.
SMILES,SKBR3 24h inh
Nc1nonc1-c1nc2ccccc2n1Cc1ccccc1,88.9
COc1cc(OC)c(C2=NOC(C(=O)Nc3cc(C)nn3-c3ccccc3)C2)cc1Cl (stereo not drawn),99.8
COCCNC(=O)c1ccc(C(=O)NCCOC)s1,98.4
O=C(Cc1cccs1)N1CCCC(c2nc3c(nnn3Cc3cccc(Cl)c3)c(=O)[nH]2)C1 (stereo not drawn),81.3
CCCNC(=O)C1CCN(S(=O)(=O)c2ccc(Br)cc2)CC1,93.1
O=C(c1ccccc1)c1ccc(OCC(O)CN2CCOCC2)cc1 (stereo not drawn),82.8
COc1ccc(OC)c2[nH]c(=O)c(CCNS(=O)(=O)c3ccc(C)cc3)cc12,87.8
CCOC(=O)c1cnc(NCc2ccccc2)nc1C,98.2
CCOc1cc(C(=O)N2CCc3cc(OC)c(OC)cc3C2)ccc1OC(F)F,71.3
CC(=O)c1cccc(NC(=O)c2cc(-n3cnnc3)ccc2Cl)c1,89.8
COc1ccc(CCNC(=O)C2=COCCO2)cc1,73.9
COc1ccc(C(CNC(=O)COc2ccccc2OC)N(C)C)cc1OC (stereo not drawn),79.5
Nc1ccc(C(=O)O)c(O)c1,98.2&91.0
Cc1ccc(OCc2nnc(SCC(=O)CC(=O)Nc3ccccc3)o2)cc1,104.2
Cc1c(/C=N/n2cnnc2)c2ccccc2n1C,99.2
O=C(CCS(=O)(=O)Cc1ccccc1F)N1CCc2ccccc2C1,85.1
Cc1noc(C)c1C(=O)N1CCc2ccccc2C1,93.9
CCOC(=O)C1CCCN(C(=O)C(C)Oc2ccc(Cl)cc2Cl)C1 (stereo not drawn),88.0
COc1ccc(N2CCN(C(c3ccccc3)c3nnnn3Cc3ccc(F)cc3)CC2)cc1 (stereo not drawn),76.7
O=C(NCCC1=CCCCC1)N[C@@H](Cc1ccccc1)C(=O)O,92.8

# Brought forward from above: 2 entries; new compounds follow.
SMILES,SKBR3 24h inh
COc1ccc(N2CCN(C(c3ccccc3)c3nnnn3Cc3ccc(F)cc3)CC2)cc1 (stereo not drawn),76.7
O=C(NCCC1=CCCCC1)N[C@@H](Cc1ccccc1)C(=O)O,92.8
CS(=O)(=O)c1ccc2nc(NC(=O)C3C4C=CC(C4)C3C(=O)O)sc2c1 (stereo not drawn),83.1
COC(=O)c1ccc(COC(=O)c2ccccn2)cc1,104.3
C=CCNC(=O)c1ccc(C)cc1Cl,91.5
COc1ccc(CN(Cc2cc3ccc(C)cc3[nH]c2=O)Cc2nnnn2C2CCCC2)cc1,88.5
CCOC(=O)c1cc(CC)sc1NC(=O)Cc1ccsc1,86.1
COc1ccc(N2C(=O)C(CC(=O)O)S/C2=C\C(C)=O)cc1 (stereo not drawn),31.3*
COc1ccc(Cc2nnc(SCC(=O)Nc3nc(C)cs3)o2)cc1,89.6
CCN(CC)CCOC(=O)c1cccc(Br)c1,106.6
O=C(CC12CC3CC(CC(C3)C1)C2)NCC(=O)N1CCCC1,91.7
C=CCn1c(Cc2cccs2)nnc1SCC(=O)Nc1cc(OC)cc(OC)c1,80.1
c1ccc(COc2ccc(OCCOCCn3cncn3)cc2)cc1,85.5
COc1ccccc1CNC(=O)[C@@H]1CCCN1C(=O)C1CCN(S(=O)(=O)c2ccc(C)cc2)CC1,87.5
O=C(NC1=NC2CCCCC2N1)c1ccccc1 (stereo not drawn),86.3
COCCn1c(C)nc2oc3ccc(Br)cc3c(=O)c2c1=O,77.2
Cc1ccc(C(=O)Nc2cccc(C(=O)NCc3ccccc3)c2)o1,96.5
COc1ccccc1-c1cc(C(=O)Nc2cc(C)nn2-c2ccccc2)no1,67.2
Cc1cc(=O)oc2cc3c(cc12)OCCO3,95.2
CC1Cc2ccccc2N1C(=O)Cn1cnc2ccccc2c1=O (stereo not drawn),94.0
C=CCOc1ccc(/C(O)=C2/C(=O)C(=O)N(CCCn3ccnc3)C2c2cccs2)cc1 (stereo not drawn),78.5
COc1cccc(N2CCN(Cc3nc(N)nc(N4CCCc5ccccc54)n3)CC2)c1,88.6
O=C(CCS(=O)(=O)c1cccc2nsnc12)N1CCN(Cc2ccc3c(c2)OCO3)CC1,80.2
CCOC(=O)c1cccc(C(=O)OCC)n1,83.1
CCN(CC)c1ccc(CNc2ccc(Br)cn2)cc1,88.4
COCc1cc(C)n(CC(=O)Nc2ccccc2C(=O)OC)c(=O)c1C#N,89.5
Cc1onc(-c2ccccc2)c1C(=O)N1CCN(CCc2ccccc2)CC1,88.5
CC(C)C(NC(=O)C1CCCCC1)C(=O)Nc1ccccn1 (stereo not drawn),84.2
CC1CCC(NC(=O)C2CCN(C(=O)NC3CCCCC3)CC2)CC1 (stereo not drawn),95.0
C=CCN1C(=O)C2(C(C(=O)c3ccc(C)o3)=C(O)C(=O)N2CCCN2CCOCC2)c2ccccc21 (stereo not drawn),85.0
N/C(CCN1CCOCC1)=N/O,97.1
O=C(c1cc2ccccc2o1)N1CCN=C1SCc1cccnc1,62.0
Cc1cc(C(=O)NC(C)c2ccc3c(c2)OCO3)cs1 (stereo not drawn),99.6
O=C(COC(=O)c1ccco1)Nc1ccc(Br)cc1,65.0
COc1ccc(OC)c(NC(=O)NCc2ccc(F)cc2)c1,92.0
O=C(COC(=O)c1cc(-c2cccs2)nc2ccccc12)NCc1ccco1,88.1
CCCCOc1ccc(C(=O)N2CCCC2C(=O)O)cc1 (stereo not drawn),85.0
COc1ccc(-c2noc(C3CCCN(S(=O)(=O)c4cccc(Cl)c4)C3)n2)cc1OC (stereo not drawn),76.9
COC(=O)C1=C(C)N(c2cccc(Cl)c2)C(=O)C1,95.5
CC1CCCC(N2C(=O)NC(NC(=O)c3ccco3)(C(F)(F)F)C2=O)C1C (stereo not drawn),106.9
CCOCCOC(=O)C1=C(C)N(C)C(=O)NC1c1ccccc1Cl (stereo not drawn),99.8
COc1ccc(OC)c(Nc2nc(N)nc(-c3cc4ccccc4o3)n2)c1,91.5
Cn1cccc1C(C(=O)NC1CCCCC1)N(C(=O)Cc1cccs1)C1CC1 (stereo not drawn),95.9
Cc1ccc(C(=O)c2cc(C)sc2NC(=O)CN2CCN(C(=O)c3ccco3)CC2)cc1,144.1
Cc1ccc(N(CC(N)=O)C2SC(=O)N(C)C2=O)cc1 (stereo not drawn),107.3
COc1ccc(-c2cc(C(=O)N3CCCc4ccccc43)no2)cc1,81.0
CCCCN(C)C(=O)C1CCN(C/C(C)=C/c2ccccc2)CC1,69.3
CC(CCc1ccccc1)NC(=O)CSc1nnnn1C (stereo not drawn),83.2
C=CCN1C(=O)C2C(C(=O)NCc3ccccc3)C3(C)C=CC2(O3)C1C(=O)NC(C)(C)C (stereo not drawn),83.0
N#CCCCCn1c(-c2cncs2)nc2ccccc21,83.8
O=C(CSc1nc2scc(-c3ccco3)c2c(=O)n1-c1ccccc1)N1CCOCC1,88.9
C=CCN(C)CCCNC(=O)/C=N/O,88.2
COC(=O)c1c(N)nc(C)n1-c1ccc(OC)cc1,94.4
Cc1ccccc1NC(=O)CSCCO,108.6
O=C1CS/C(=N\c2ccccn2)N1C1CCCCC1,44.4
CCOc1ccc(OCC)c(S(=O)(=O)NCc2cccnc2)c1,107.2
O=C(c1nsnc1-c1ccccc1O)N1CCCCC1,100.0
COc1ccc(CC(=O)c2ccc(O)cc2O)cc1OC,100.0
O=C1CC(NCCN2CCOCC2)C(=O)N1Cc1ccc(N2CCCC2=O)cc1 (stereo not drawn),93.2
COc1ccc(NC(=O)C2CCN(S(=O)(=O)c3ccc(C)cc3)CC2)cc1OC,99.8
Cc1ccc(C2CC(C(F)(F)F)n3nc(C(=O)NCC4CCCO4)cc3N2)cc1 (stereo not drawn),95.1
CCn1c(-c2cc(OC)ccc2OC)csc1=Nc1c(C)n(C)n(-c2ccccc2)c1=O,91.0

# (cont.)
SMILES,SKBR3 24h inh
Cc1noc(C)c1CSc1nnc2ccc3ccccc3n12,94.4
O=C(CCC1CCCC1)N1CCN(C(=O)C2CC2)CC1,100.1
COc1ccc(N2CCCCn3c2nc2c3c(=O)n(C)c(=O)n2C)cc1,101.2
CC(C)Oc1ccc(C(=O)NC2CCS(=O)(=O)C2)cc1 (stereo not drawn),105.7
CSc1cc(C)nc(N(C)C(C)=O)n1,89.2
CCCCC(=O)NCCNc1nc2c(c(=O)n(C)c(=O)n2C)n1Cc1ccccc1,85.6
O=C(NCc1ccco1)C1CCN(C(=O)Cc2ccccc2)CC1,87.9
Cc1nc2cc(NC(=O)NCCC3=CCCCC3)ccc2o1,98.7
CCCCC(=O)Nc1ccc(NC(=O)CCCC)nc1,92.5
CCCOc1ccc(N2C(=O)CC(N(Cc3ccc(S(N)(=O)=O)cc3)C(=O)CC)C2=O)cc1 (stereo not drawn),91.0
CCOc1cc(S(=O)(=O)N(CC)CC)ccc1Br,93.2
Cc1nn(-c2ccc(Cl)cc2)c2sc(C(=O)N3CCN(C(=O)c4ccco4)CC3)cc12,65.3
CCOCCSc1nc2c(c(=O)[nH]c(=O)n2C)n1CCCc1ccccc1,105.4
CCCOc1ccc(C2/C(=C(/O)c3ccc(F)cc3)C(=O)C(=O)N2CCCN(C)C)cc1 (stereo not drawn),100.2
CC(=O)c1ccc(NC2OC(CO)C(O)C(O)C2O)cc1 (stereo not drawn),63.6
COc1cccc(CNc2nn[nH]n2)c1OC,99.5
CN1CCN(c2nc3c(c(=O)[nH]c(=O)n3C)n2Cc2cccc3ccccc23)CC1,73.5
Cc1ccc(C2CC(=O)NC(SCc3ccccc3)=C2C#N)o1 (stereo not drawn),104.6
Cc1cccc(C(=O)NCc2nnc(SCC(=O)N3CCN(c4ccccc4)CC3)n2C)c1,97.5
COC(=O)C1=C(CSc2nc3ccccc3o2)NC(=O)NC1c1cc(C)ccc1C (stereo not drawn),88.2
O=C1OC(c2ccc(Br)cc2)=N/C1=C\N1CCCCC1,135.7
CCCCc1c(O)nc(SCC(=O)N2CCCCC2)n(-c2ccccc2C)c1=O,97.0
CCOC(=O)CSc1nnc2n1C(C)(C)Cc1ccccc1-2,106.5
Cc1sc(NC(=O)c2ccc(Cl)s2)c(C(N)=O)c1C,66.2
O=C(Nc1nccs1)c1cccc(S(=O)(=O)N2CCOCC2)c1,86.8
COc1ccc(-c2nnn(CC(=O)N(CC(=O)NC3CCCC3)c3cccc(C)c3)n2)cc1OC,104.9
O=C(NCCCN1CCN(CCCNC(=O)c2ccccc2F)CC1)c1ccccc1F,98.6
CCSc1nc2c(c(=O)n1Cc1ccccc1)SC(C)C2 (stereo not drawn),90.5
COC(=O)c1sc(NC(=O)c2cnccn2)c(C(=O)OC)c1C,82.7
CCCC(=O)N1c2ccccc2NC2=C(C(=O)CCC2)C1c1ccc(F)cc1 (stereo not drawn),113.2
N#Cc1nc(-c2ccc(Cl)cc2)oc1NCc1cccc2c1OCO2,91.7
COc1ccccc1NC(=O)CSCC(N)=O,94.4
O=S(=O)(NCc1ccco1)c1cccc(S(=O)(=O)N2CCCCC2)c1,96.6
CCN1C(=O)C2(Nc3ccccc3-c3nc4ccccc4n32)c2cc(OC)ccc21 (stereo not drawn),133.8
Nc1ncc(Br)cc1S(=O)(=O)NCCC(=O)N1CCN(c2ncccn2)CC1,79.1
c1cnc2c(OCc3nc4ccccc4[nH]3)cccc2c1,104.2
COc1ccc(CCNc2nc3c(c(=O)n(C)c(=O)n3C)n2C)cc1OC,129.2
COc1ccccc1NC(=O)N1CCCC(C(=O)Nc2cccc(C)c2C)C1 (stereo not drawn),138.9
CCNCCNC(=O)c1c(O)c2c([nH]c1=O)CCCC2,107.8
COc1ccc(CCNC(=O)c2ccco2)cc1,88.3
CCC1CCCCN1CCCNC(=O)C1CCC(=O)N1Cc1ccc(C)cc1 (stereo not drawn),103.1
CC(=O)CSc1ncnc2nc[nH]c12,88.5
CCCCS(=O)CC(COCc1ccccc1)OC(=O)CSc1nc(C)cc(C)n1 (stereo not drawn),94.0
CC1(C)CC(N(Cc2cccs2)C(=O)c2ccco2)CCO1 (stereo not drawn),91.8
Cc1cc(NC(=O)c2ccc(COc3ccc(Cl)c(C)c3)o2)no1,100.2
COC(=O)c1ccc(Oc2cc(C)nc(-n3nc(C)cc3C)n2)cc1,98.6
CCOC(=O)C1=C(CNC2CCCCC2)NC(=O)NC1c1cc(C)ccc1C (stereo not drawn),80.1
O=C1Nc2ccccc2C12OCC(COc1ccc(Cl)cc1)O2 (stereo not drawn),94.9
CCOC(=O)C1=C(C)NC(=O)NC1C1CC=CCC1 (stereo not drawn),115.1
CCOC(=O)c1ccc(N2C(=O)c3n[nH]c(C)c3C2c2ccc(O)cc2)cc1 (stereo not drawn),82.7
CCOC(=O)C1CCCCN1Cc1ccc(OC)c(OC)c1OC (stereo not drawn),91.3
CCOC(=O)c1cc2c(=O)n3ccccc3nc2n(CCCOC)c1=NC(C)=O,84.0
O=C1CC(c2ccc3c(c2)OCO3)c2cc3c(cc2N1)OCCO3 (stereo not drawn),90.9
CCOc1ccc(C(=O)N(C)C2CCS(=O)(=O)C2)cc1 (stereo not drawn),76.9
Cc1nn(CC(=O)N2CCOCC2)c(=O)c2ccccc12,89.2
CCOC(=O)CCNC(C)C1COc2ccccc2O1 (stereo not drawn),80.7

# Compounds from the list above with a thiophene ring, fused or not:
SMILES,SKBR3 24h inh
COCCNC(=O)c1ccc(C(=O)NCCOC)s1,98.4
O=C(Cc1cccs1)N1CCCC(c2nc3c(nnn3Cc3cccc(Cl)c3)c(=O)[nH]2)C1 (stereo not drawn),81.3
CCOC(=O)c1cc(CC)sc1NC(=O)Cc1ccsc1,86.1
C=CCn1c(Cc2cccs2)nnc1SCC(=O)Nc1cc(OC)cc(OC)c1,80.1
C=CCOc1ccc(/C(O)=C2/C(=O)C(=O)N(CCCn3ccnc3)C2c2cccs2)cc1 (stereo not drawn),78.5
Cc1cc(C(=O)NC(C)c2ccc3c(c2)OCO3)cs1 (stereo not drawn),99.6
O=C(COC(=O)c1cc(-c2cccs2)nc2ccccc12)NCc1ccco1,88.1
Cn1cccc1C(C(=O)NC1CCCCC1)N(C(=O)Cc1cccs1)C1CC1 (stereo not drawn),95.9
Cc1ccc(C(=O)c2cc(C)sc2NC(=O)CN2CCN(C(=O)c3ccco3)CC2)cc1,144.1
O=C(CSc1nc2scc(-c3ccco3)c2c(=O)n1-c1ccccc1)N1CCOCC1,88.9
Cc1nn(-c2ccc(Cl)cc2)c2sc(C(=O)N3CCN(C(=O)c4ccco4)CC3)cc12,65.3
Cc1sc(NC(=O)c2ccc(Cl)s2)c(C(N)=O)c1C,66.2
COC(=O)c1sc(NC(=O)c2cnccn2)c(C(=O)OC)c1C,82.7
CC1(C)CC(N(Cc2cccs2)C(=O)c2ccco2)CCO1 (stereo not drawn),91.8

# Bioassay records from PubChem.

# These rows are one share of the data; rates above refer to the full screens.
